Source: PubChem
Anesthetic bind: binds horse apoferritin like a general anesthetic | P02791 | apoferritin/1-aminoanthracene competitive binding, fluorescence | Potency, µM (doses to about 77.5 µM), for the others: top-dose activity change, negative = displacement, usual class: inhibitors | hit rate 0.074% among 350,000; further: potency means the concentration at half of the fitted maximal effect; on the % scale 0 is the no-effect control and ±100 the full control effect; nearly all actives have a fitted effect of over 20% in size
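Apoferritin-based anesthetic binding model; compound displacement of fluorescent 1-AMA measured as endpoint fluorescence after 10 minutes at room temperature, scaled to free-ligand and complex controls.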
BLM inh: blocks DNA unwinding by human BLM helicase. Potency, µM (highest dose often 56.1 µM), without a hit: top-dose activity change, negative = inhibition, most hits filed as inhibitors. recombinant BLM DNA unwinding, fluorescence dequenching. hit rate 0.2% among 350,000. P54132;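 further: potency means the concentration at half of the fitted maximal effect; plate controls were vehicle for no effect and no enzyme for full effect; nearly all actives have a fitted effect of over 35% in size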
ERG-DNA inh: inhibitors of human ERG Ets domain-DNA interaction. P11308. fluorescence polarization, His-ERG Ets domain / labelled DNA. Potency, µM (series often up to 76.9 µM), inactives show top-dose FP activity, negative = inhibition, usual class: inhibitors. hit rate 0.028% among 370,000; active means well fitted inhibition curve with a large enough effect in the polarisation, with a control signal flat; inconclusive means small, poorly fitted or top-dose-only effect, or effect the other way, or a change in a side signal; inactive means no such curve, though single readings can be large or run the other way; the % refers to the polarisation;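 further: polarization taken with two DNA probes labelled with fluorescein and Texas red; potency means the concentration at half of the fitted maximal effect; % of control where 0% means no effect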
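His-tagged ERG Ets domain (1 uM in the protein solution; 300mM KCl, 50mM Tris-HCl, 1mM EDTA, 1mM DTT, pH 7.5) received compound, then a probe mix of 5 nM fluorescein-DNA and 100nM Texas-615-DNA. Fluorescence polarization was read for both dyes.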
Pol iota inh: DNA polymerase iota (human) inhibition. Q9UNA4. Pol iota fluorescent replication assay, 10 min. Potency, µM (series often up to 115 µM), inactives show at the top dose activity, negative = inhibition, usual class: inhibitors. hit rate 1% among 390,000; further: potency means the concentration at half of the fitted maximal effect
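Fluorescent replication assay read twice, at 0 min and 10 min after adding 50 nM (final) substrate. Enzyme (10 nM) and compounds were first incubated 15 min at room temperature; enzyme-free buffer wells were negative controls.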
APEX1 inh: inhibitors of human APE1 endonuclease; recombinant APE1, TAMRA/BHQ-2 abasic DNA cleavage fluorescence; AID 2517; Potency, µM (top dose mostly 65.8 µM), without a hit: at the top dose activity change, negative = inhibition, actives largely listed as inhibitors; hit rate 0.35% among 350,000; P27695;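 further: potency means the concentration at half of the fitted maximal effect; plate controls were vehicle for no effect and reference inhibitor for full effect; nearly all actives have a fitted effect of over 55% in size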
Target sequence (P27695 whole entry, looked up): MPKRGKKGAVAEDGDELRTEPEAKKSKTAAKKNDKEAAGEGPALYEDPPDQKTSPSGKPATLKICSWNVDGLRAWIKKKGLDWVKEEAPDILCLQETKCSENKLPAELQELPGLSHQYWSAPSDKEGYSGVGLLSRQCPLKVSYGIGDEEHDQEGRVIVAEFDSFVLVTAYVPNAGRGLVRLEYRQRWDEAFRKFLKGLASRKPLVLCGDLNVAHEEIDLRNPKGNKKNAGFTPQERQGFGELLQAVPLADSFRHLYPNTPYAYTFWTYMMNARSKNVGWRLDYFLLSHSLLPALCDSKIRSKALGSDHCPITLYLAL
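Quantitative HTS: incision of a TAMRA/BHQ-2 double-stranded substrate bearing a tetrahydrofuran abasic site by 0.75 nM APE1 raises fluorescence. Substrate 50 nM final, added after 15 min compound preincubation at room temperature; progress as third-minus-first kinetic read difference.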
ALOX12 inh: ALOX12 (human) lipoxygenase inhibition; purified 12hLO, xylenol orange hydroperoxide absorbance; hit rate 1.1% among 580,000; Potency, µM (series often up to 108 µM), inactives show at the top dose activity change, negative = inhibition, actives largely listed as inhibitors; P18054; further: potency means the concentration at half of the fitted maximal effect; on the % scale 0 is the no-effect control and ±100 the full control effect
Target sequence (P18054 whole entry, looked up): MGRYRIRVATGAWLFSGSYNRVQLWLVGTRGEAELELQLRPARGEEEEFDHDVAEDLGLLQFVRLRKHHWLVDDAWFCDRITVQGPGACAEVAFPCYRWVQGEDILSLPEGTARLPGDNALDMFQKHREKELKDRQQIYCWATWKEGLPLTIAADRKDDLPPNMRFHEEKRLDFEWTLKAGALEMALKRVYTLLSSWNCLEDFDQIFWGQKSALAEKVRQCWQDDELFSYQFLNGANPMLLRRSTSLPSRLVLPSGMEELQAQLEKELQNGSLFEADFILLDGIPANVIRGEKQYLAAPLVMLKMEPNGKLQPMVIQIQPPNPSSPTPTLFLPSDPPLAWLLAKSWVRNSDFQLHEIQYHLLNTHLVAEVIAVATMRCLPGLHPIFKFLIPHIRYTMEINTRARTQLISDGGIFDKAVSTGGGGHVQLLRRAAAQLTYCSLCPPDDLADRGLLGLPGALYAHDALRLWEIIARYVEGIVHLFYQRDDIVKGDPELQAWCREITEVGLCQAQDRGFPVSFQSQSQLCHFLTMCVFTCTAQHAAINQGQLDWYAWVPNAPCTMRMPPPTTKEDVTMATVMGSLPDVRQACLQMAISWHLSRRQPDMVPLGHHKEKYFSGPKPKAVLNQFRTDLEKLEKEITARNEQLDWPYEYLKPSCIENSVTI
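Hydroperoxide product was detected by ferrous iron/xylenol orange as the 573 to 405 nm absorbance ratio. Arachidonic acid at 40 uM (final) was turned over for 30 min at room temperature by 150 nM human 12hLO, pH 7.0 Hepes buffer, after 15 min compound preincubation.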
POLB inh: inhibitors of human DNA polymerase beta | P06746 | hit rate 1.3% among 340,000 | Pol beta primer extension/strand displacement, fluorescence kinetic | AID 485314 | Potency, µM (doses to about 114 µM), for the others: at the top dose activity change, negative = inhibition, usual class: inhibitors; further: potency means the concentration at half of the fitted maximal effect; on the % scale 0 is the no-effect control and ±100 the full control effect
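Pol beta (10 nM) was preincubated with compound for 15 min at room temperature. The reaction was then started with 50 nM substrate and read immediately and after a further 10 min at room temperature.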
TRHR ag: activates the human TRH receptor. AID 493084. hit rate 0.18% among 360,000. P34981. activation, % at 2 µM. TRHR cells, calcium flux fluo-8, FDSS agonist mode; in the data active means activation above about 30%; further: 0% is about no effect
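Fluo-8-loaded TRHR cells; 10 s baseline, compound added, kinetic Ca2+ fluorescence read 1/s, agonist mode.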
Pol kappa inh: inhibitors of human DNA polymerase kappa; Q9UBT6; purified Pol kappa, fluorescent DNA synthesis assay, 10 min; Potency, µM (top dose mostly 107 µM), inactives show at the top dose activity, negative = inhibition, most hits filed as inhibitors; hit rate 0.53% among 400,000; AID 588579; further: potency means the concentration at half of the fitted maximal effect; on the % scale 0 is the no-effect control and ±100 the full control effect
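10 nM Pol kappa was preincubated with compounds for 15 min at room temperature. Reaction started with 50 nM (final) substrate. Fluorescence read kinetically at 0 and 10 min.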
Active calls of the source: *; ? = inconclusive; . = no result given; & = joins results of further samples; [ ] = dose if it differs, or a comment. Unless noted, the call rests on the fitted dose curve; in most records, active means well fitted curve in the direction sought with a large enough effect; inconclusive means small, poorly fitted or top-dose-only effect, or another doubt; inactive means no such curve, though single readings can be large; an effect the other way counts as inactive or inconclusive. Only part of the results is shown. The share of hits here may be higher or lower than overall.

Anesthetic bind	BLM inh	ERG-DNA inh	Pol iota inh	APEX1 inh	ALOX12 inh	POLB inh	TRHR ag	Pol kappa inh	Molecule
?	-11%	-2%	52%[activator]	-7%	0%[57.4 µM]	20%	-0.2	-3%	COc1ccc(-c2cnc(N)nc2-c2ccc(OC)cc2O)cc1
-3%	-2%	6%	?	14%	-1%	-11%	0.4	-17%	CC(=O)c1c(C)nc(-c2ccc(OCC(=O)Nc3cccc(C)c3C)cc2)n1O
-6%	-8%	8%	35%[activator]	12%	-2%	?	0.4	-2%	O=C(NCCCN1CCOCC1)C(=O)NCC1OCCN1S(=O)(=O)c1cc(F)ccc1F (centres undefined)
49%[activator]	-7%	8%	2%	1%	?	-9%	-1.0	-14%	CCOC(=O)N1CCN(C(=O)c2ccc3c(c2)N(Cc2ccc(C)cc2)CCS3)CC1
?	3%	-4%	-11%	-9%	-27%	2%	-0.8	-4%	CC(O)CNC(=O)C1CCN(Cc2ccc(OCc3ccccc3)cc2)CC1 (centres undefined)
-11%	-2%	3%	-8%	-2%	8%	23%	1.6	6%	CCCC(C)NC(=O)COC(=O)c1cccc(NS(C)(=O)=O)c1 (centres undefined)
0%	-2%	11%	-6%	63%[activator]	0%&-7%	10%	-0.8	-24%	CCOc1ccc(-n2c(C)c(C(=O)O)c3cc(OC)ccc32)cc1
-7%	0%	-1%	11%	8%	0%	2%	-1.5	-4%	Cc1ccc(-c2cc(C(F)F)n3ncc(C(=O)N4CCCc5ccccc54)c3n2)cc1
-6%	-3%	7%	4%	.	8%	4%	0.1	-3%[60.1 µM]	CCOC(=O)c1ccc(NC(=O)c2cc3c([nH]c2=O)CC(c2ccccc2)CC3=O)cc1 (centres undefined)
-3%	3%	-5%	11%	-3%	-1%	-71%	4.0	-13%	COc1ccc(-c2csc(NC(=O)CC(NC(C)=O)c3ccccc3)n2)cc1OC (centres undefined)
-13%	-5%	-1%	0%	.	-9%	37%	-1.4	-18%	Cc1ccc(OCC(=O)Nc2ccc(S(=O)(=O)Nc3ncccn3)cc2)c(C(C)(C)C)c1
-10%	-2%	4%	65%[activator]	.	-12%	31%	-0.4	-21%	COc1ccccc1N1CCN(C(=O)Nc2cn(CC(C)C)c(=O)c3ccccc23)CC1
-11%	2%	6%	27%	-2%	20%	-1%	0.8	-2%	CN(C)CCOC(C1CCCCC1)C1CCCCC1
.	.	5%	73%[activator]	13%	-61%	.	0.0	-6%	O=C(COc1coc(CN2CCN(c3ccccc3)CC2)cc1=O)NCC1CCCO1 (centres undefined)
-5%	1%	1%	-10%	-9%	1%	-1%	0.7	11%	CCN1C(=O)[C@H]2[C@@H](c3ccc(C)cc3)N3C(=O)N(c4cccc(F)c4)C(=O)[C@@]3(C)[C@H]2C1=O
-3%	1%	10%	40%[activator]	0%	-60%	-23%	0.4	-12%	O=C(O)c1cccnc1Nc1ccc(Cl)cc1
.	2%	.	.	?	95%[activator]	.	.	-1%[60.1 µM]	COc1ncc2nc(-c3cccs3)c(=O)n(Cc3ccc(F)cc3)c2n1
.	.	1%	10%	-3%	?	.	.	0%	CCN(CC)C(=O)[C@H]1C[C@H](CC(=O)NCCN2CCOCC2)C(=O)N2CCc3c([nH]c4cc(-c5ccco5)ccc34)[C@]12C
-2%	1%	12%	13%	0%	14%	8%	0.3	-7%	Cc1ccccc1OCC(=O)N1N=C(c2cccnc2)CC1(O)C(F)(F)F (centres undefined)
-1%	5%	-4%	-10%	?	?	6%	0.5	-4%	CCN1CCN(c2ccc(NC(=O)CCc3c(C)nc4c(-c5ccc(F)cc5)c(C)nn4c3C)cc2)CC1
-10%	-6%	4%	40%[activator]	-6%	8%	-23%	-0.7	7%	c1ccc(CSc2nnc3ccc(-c4cccs4)nn23)nc1
-24%	-1%	-3%	12%	0%	-76%	16%	0.8	0%	CC(=O)N1CCN(S(=O)(=O)c2cccc(C(=O)Nc3cc(C(F)(F)F)ccc3N3CCOCC3)c2)CC1
3%	-5%	1%	-4%	-1%	1%	-24%	0.3	-37%	Cc1cccc(OCCC(=O)Nc2ccc(F)c(Cl)c2)c1
-3%	-11%	20%	-18%	-5%	?	11µM*	0.5	-20%	Cc1cccc(CCNC(=O)c2cccc3c2C(=O)N(C2CCCCC2)C3)c1
-9%	0%	-9%	107%[activator]	23%	25%	34%	-1.6	-5%	CSc1ccccc1-c1nc(-c2ccncc2)no1
.	.	8%	29%	-3%	?	.	0.1	-2%	CCOc1ccc2oc(C(=O)Nc3cc(C)ccn3)c(C)c2c1
-4%	-1%	-4%	7%	3%	15%	-1%	0.2	-24%	CCCc1nnc(SCC(=O)N2CCCC(C)C2)n1CC1CCCO1 (centres undefined)
.	.	-1%	97%[activator]	7%	-3%	.	.	-8%	O=C(CSc1nnc(NC2CC2)s1)c1ccc[nH]1
-8%	-5%	-3%	-19%	0%	0%	?	0.1	-4%	COC(=O)c1cc(OC)c(OC)cc1NC(=O)CCc1ccc(C)o1
-3%	-2%	2%	4%	-5%	12%	3%	0.1	-7%	Cc1cccc(-n2c(SCCC(=O)O)nnc2-c2cccs2)c1C

Of the compounds above, 2 contain a Cl atom:
Anesthetic bind	BLM inh	ERG-DNA inh	Pol iota inh	APEX1 inh	ALOX12 inh	POLB inh	TRHR ag	Pol kappa inh	Molecule
-3%	1%	10%	40%[activator]	0%	-60%	-23%	0.4	-12%	O=C(O)c1cccnc1Nc1ccc(Cl)cc1
3%	-5%	1%	-4%	-1%	1%	-24%	0.3	-37%	Cc1cccc(OCCC(=O)Nc2ccc(F)c(Cl)c2)c1

Single entries from the entries so far.
Under POLB inh, c1ccc(CSc2nnc3ccc(-c4cccs4)nn23)nc1 reads -23%
Under Pol kappa inh, O=C(NCCCN1CCOCC1)C(=O)NCC1OCCN1S(=O)(=O)c1cc(F)ccc1F (centres undefined) reads -2%

Additional results follow.
Anesthetic bind	BLM inh	ERG-DNA inh	Pol iota inh	APEX1 inh	ALOX12 inh	POLB inh	TRHR ag	Pol kappa inh	Molecule
-9%	-8%	6%	-14%	3%	-4%	-11%	-0.1	-4%	Cc1cc2ccccc2n2c(SCC(=O)N3CCOCC3)nnc12
0%	2%	3%	90%[activator]	48%[activator]	21%	-15%	-0.1	-8%	CN1CCc2c1nc1ccccc1c2N (tested in a mixture with another compound)
.	.	-3%	45%[activator]	5%	215%	.	-0.4	-4%	O=C(COC(=O)c1ccccc1NCCO)NCC1CCCCC1
-2%	-6%	3%	7%	1%	?	-3%	0.3	-9%	C=CCn1c(SCc2csc(C)n2)nc2scc(-c3ccc(C)o3)c2c1=O
-2%	4%	-9%	19%	18%	?	10%	0.3	-14%	CN1C(=O)c2ccc(N(C)C)cc2C1=O
-15%	-4%	10%	47%[activator]	4%	0%	82%	-0.2	-10%	C=CCN(Cc1nc(-c2ccccc2)no1)C(=O)c1ccoc1C
0%	0%	-3%	12%	1%	1%	6%	0.2	-2%	CCN(CC)C(=O)CN1CCC(n2c(C)nc3cc(C(F)(F)F)ccc32)CC1
-12%	-2%	0%	?	6%	-36%	14%	-0.4	-6%	O=C(CCCn1c(=S)[nH]c2ccsc2c1=O)NCCc1ccccc1
5%	-14%	1%	46%[activator]	.	-21%	47%	0.3	-17%	COc1ccc(Nc2nc3c(S(=O)(=O)c4ccc(C)cc4)nnn3c3ccsc23)cc1Cl
0%	1%	-6%	-7%	0%	?	1%	0.2	-2%	C=CCOc1ccc(C2/C(=C(\O)c3c(C)[nH]c(C(=O)OC)c3C)C(=O)C(=O)N2CCN(C)C)cc1 (centres undefined)

Structures listed so far shown as hits in POLB inh.
Anesthetic bind	BLM inh	ERG-DNA inh	Pol iota inh	APEX1 inh	ALOX12 inh	POLB inh	TRHR ag	Pol kappa inh	Molecule
-3%	-11%	20%	-18%	-5%	?	11µM*	0.5	-20%	Cc1cccc(CCNC(=O)c2cccc3c2C(=O)N(C2CCCCC2)C3)c1

Some of these compounds in order of the BLM inh value, rising:
compound	BLM inh
O=C(CCCn1c(=S)[nH]c2ccsc2c1=O)NCCc1ccccc1	-2%
C=CCOc1ccc(C2/C(=C(\O)c3c(C)[nH]c(C(=O)OC)c3C)C(=O)C(=O)N2CCN(C)C)cc1 (centres undefined)	1%
CN1CCc2c1nc1ccccc1c2N (tested in a mixture with another compound)	2%
